APJ agonist: activates the human apelin receptor APJ; activation, % at 20 µM; 0.11% of 330,000 active; CHO-K1 APJ PathHunter beta-arrestin, luminescence; 0% DMSO wells, 100% apelin;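 active = activation more than six SD over the plate average, tested at 20 µM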;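 note: 0% = DMSO alone and 100% = apelin-13 at 10 nM; some results filed as inactive read as strong as hits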
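Assay system: engineered CHO-K1 APJ arrestin reporter cells; Amount: 1000 CHO-K1 reporter cells seeded per well; Dosing: one dose, 20 µM compound, 1% DMSO; Times: compound stimulation 90 min at 25 °C, detection 60 min; Measured by: luminescent beta-gal fragment complementation, chemiluminescent substrate; Read-out: APJ–arrestin association signal; Controls: DMSO vs Apelin-13 10 nM.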
XBP1 UPR activ: adaptive UPR (XBP1) activation; activation, % at 20 µM; AID 463104; 0.33% of 330,000 active; CHO-XBP1 luciferase reporter, IRE1-XBP1 UPR activation, luminescence; percent of tunicamycin response, DMSO as zero;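 active = versus positive control, 20 µM dose yields 30% or more activation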;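 note: 100% = tunicamycin at 10 µg/mL and 0% = DMSO only wells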
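Material – CHO cell line with stable XBP1 luciferase reporter · Buffer or medium – F12 plus 10% FBS · Compound – single point, 20 µM final compound, 1% DMSO · Schedule – 16-18 h cell attachment at 37 °C, then 6 h compound exposure · Signal – Steady-Glo luminescence read · Benchmarks – high control tunicamycin 10 µg/mL final, low control DMSO vehicle only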
APJ antagonist: APJ receptor antagonism; P35414; 0.32% of 330,000 active; inhibition, % at 20 µM; CHO-K1 APJ beta-arrestin complementation, luminescence;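 active = inhibition above about 40% at 20 µM, limit read from the data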;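 note: cells challenged with 10 nM apelin-13 agonist together with compound; plate controls were apelin-13 plus DMSO wells for no effect and DMSO wells lacking apelin-13 for full effect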
tim10-1 inh: inhibits growth of tim10-1 mutant yeast. S. cerevisiae tim10-1 ts strain growth, BacTiter-Glo, 24 h. inhibition, % at 20 µM. 2.2% of 330,000 active. AID 463190;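 active = inhibition of at least 40%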;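 note: mutant grown at 25 °C; 0% = DMSO wells with yeast and 100% = wells holding no yeast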
TIM10 inh: inhibits growth of TIM10 yeast strain. 1.4% of 330,000 active. AID 463195. S. cerevisiae TIM10 strain growth, BacTiter-Glo luminescence, 24 h. inhibition, % at 10 µM;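 active = inhibition of 40% or more at the single tested concentration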;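 note: wild-type TIM10 isogenic control strain grown at permissive 25 °C; 0% = DMSO yeast wells and 100% = minimal medium wells without yeast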
Mdm2-MdmX inh: inhibitors of human Mdm2/MdmX interaction; SaOS-2 split-luciferase Mdm2/MdmX complementation, luminescence; inhibition, % at 8 µM; 3% of 330,000 active;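 active = inhibition of at least 50% at 8 µM in the primary screen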
Target sequence (O15151 whole entry, looked up): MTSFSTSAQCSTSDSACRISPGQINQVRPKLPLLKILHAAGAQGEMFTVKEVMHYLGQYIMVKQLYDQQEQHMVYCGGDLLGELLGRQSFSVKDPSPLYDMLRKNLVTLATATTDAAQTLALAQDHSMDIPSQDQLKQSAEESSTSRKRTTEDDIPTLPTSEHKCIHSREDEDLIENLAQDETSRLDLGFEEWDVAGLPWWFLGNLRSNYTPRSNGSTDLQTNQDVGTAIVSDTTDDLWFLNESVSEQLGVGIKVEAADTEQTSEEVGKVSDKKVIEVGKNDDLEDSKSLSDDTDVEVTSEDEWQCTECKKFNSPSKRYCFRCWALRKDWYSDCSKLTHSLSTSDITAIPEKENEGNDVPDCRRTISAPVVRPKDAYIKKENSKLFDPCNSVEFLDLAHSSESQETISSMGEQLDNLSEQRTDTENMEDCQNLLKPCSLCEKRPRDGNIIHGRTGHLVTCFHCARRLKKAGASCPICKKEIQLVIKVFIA
Target sequence (Q00987 whole entry, looked up): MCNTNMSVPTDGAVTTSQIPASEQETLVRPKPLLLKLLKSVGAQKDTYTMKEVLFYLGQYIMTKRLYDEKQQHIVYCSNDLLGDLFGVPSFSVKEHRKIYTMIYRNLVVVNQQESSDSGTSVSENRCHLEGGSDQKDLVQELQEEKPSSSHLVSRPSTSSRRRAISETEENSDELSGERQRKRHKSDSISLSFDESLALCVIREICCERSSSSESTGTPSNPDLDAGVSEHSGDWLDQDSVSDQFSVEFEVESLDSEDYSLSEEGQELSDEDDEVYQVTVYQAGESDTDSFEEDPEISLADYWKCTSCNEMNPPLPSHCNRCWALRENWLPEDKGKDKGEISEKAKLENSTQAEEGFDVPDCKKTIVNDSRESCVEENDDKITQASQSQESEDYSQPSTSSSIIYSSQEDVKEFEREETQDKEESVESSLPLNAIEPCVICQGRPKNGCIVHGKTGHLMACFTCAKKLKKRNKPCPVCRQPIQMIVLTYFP
tim23-1 inh: tim23-1 yeast growth inhibition; inhibition, % at 20 µM; 1.3% of 330,000 active; S. cerevisiae tim23-1 growth, BacTiter-Glo luminescence, 24 h; AID 463212;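 active = growth inhibition of the mutant yeast at or above 50%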;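 note: temperature-sensitive mutant grown at 25 °C; plate controls were DMSO-treated mutant yeast for no effect and medium wells lacking yeast for full effect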
CXCR6 block: blocks human CXCR6 beta-arrestin recruitment | 0.36% of 360,000 active | inhibition, % at 20 µM | CHO-K1 PathHunter CXCR6 beta-arrestin, luminescence | O00574; in the data active = inhibition above about 34%, passing the limit was not always enough;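 note: antagonist mode with CXCL16 agonist at 10 nM final; 0% = 10 nM CXCL16 with DMSO and 100% = unstimulated wells without agonist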
UPR CHOP act: activators of apoptotic arm of unfolded protein response (CHOP) | CHO-CHOP luciferase reporter, UPR activation, luminescence; percent of tunicamycin response over DMSO baseline | activation, % at 10 µM | 0.34% of 330,000 active | AID 449763;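 active = at 10 µM dose, activation of 40% or more, normalized to positive control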;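 note: 100% = tunicamycin at 10 µg/mL and 0% = DMSO alone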
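Assay system: CHO-CHOP cells, stable luciferase reporter of PERK-eIF2a-CHOP signalling / Buffer or medium: F12 plus 10% serum / Compound dosing: one dose, 10 µM in 0.5% DMSO / Times: 6 h compound treatment, 37 °C / Technique: luciferase luminescence / Read-out: % reporter activation, DMSO baseline versus tunicamycin full activation / Benchmarks: tunicamycin and DMSO controls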
Active calls of the source: *; / = not tested or not shown.

SMILES	APJ agonist	XBP1 UPR activ	APJ antagonist	tim10-1 inh	TIM10 inh	Mdm2-MdmX inh	tim23-1 inh	CXCR6 block	UPR CHOP act
Cn1ncc([N+](=O)[O-])c1C(=O)Nc1ccccc1Cl	-3	-3	-15	-5	-2	-1	11	-1	-1.5
COc1ccc(-c2csc(N3N=C(C)C(C)C3=O)n2)cc1 (stereo not drawn)	-4	-1	34	13	11	-66	36	-1	3.6
CCCCCCC(NC(=O)c1ccc(C)cc1)C(=O)O (stereo not drawn)	/	2	/	14	0	-14	25	2	0.8
COc1cc(NC(=O)CSc2ccccc2)c(C(=O)O)cc1OC	0	-1	-1	11	12	-26	11	-3	-1.9
COc1cc(OC)cc(-c2cc3nc(C4CCN(C(=O)OC(C)(C)C)CC4)cc(=O)n3[nH]2)c1	1	-3	0	-7	-2	36	8	6	-0.3
COc1ccc(CCC(C)NCC(C)c2ccccc2)cc1 (stereo not drawn)	-4	-2	-16	1	6	-27	-10	10	0.1
Cc1cc(NCc2ccccn2)nc2ccccc12	-5	-1	9	3	2	9	-4	-7	0.9
CC(=O)Nc1cccc(NC(=O)CCn2c(=O)sc3ccccc32)c1	-1	1	10	21	10	-3	17	1	0.2
Cc1c(NS(=O)(=O)c2ccc3c(c2)n(C)c(=O)n3C)c(=O)n(-c2ccccc2)n1C	-4	0	-27	6	-7	16	-2	-4	0.0
Cc1cc(OC(=O)c2ccc(Cl)cc2Cl)c([N+](=O)[O-])c(=O)[nH]1	-4	-2	7	11	-5	30	5	-8	0.3
O=C(O)c1ccccc1C(=O)NCc1ccc2c(c1)OCO2	-2	-5	2	10	7	17	8	-7	0.5
Oc1ccc(CN2CCN(Cc3ccccc3)CC2)c2cccnc12	-6	27	14	21	17	27	-40	27	71*
CCOC(=O)C1CCN(C(=O)COc2cc(C)c(Br)cc2C)CC1	-1	-2	-3	-6	18	6	6	-6	-4.4
O=C(OCc1ccc(Br)cc1)c1ccncc1	-1	1	9	23	6	-1	1	-4	-1.4
Cc1cc(C)c(NC(=O)CN2CCOCCOCCOCCOCC2)c(C)c1	1	0	-12	19	2	21	21	1	-2.2
Cc1cc(N2CCN(C(=O)OC(C)(C)C)CC2)n2ncnc2n1	0	-3	-13	10	-11	8	9	-3	0.1
COc1ccc(NS(=O)(=O)c2cccc(NC(=O)CNC(C)=O)c2)cc1	-3	2	9	-2	-6	10	8	1	2.1
O=C(N/N=C/c1ccc(O)cc1O)NC12CC3CC(CC(C3)C1)C2	-1	6	-10	2	-8	32	1	5	3.9
Cc1cnc(C(=O)OCC(=O)NC2CCCC(C)C2C)cn1 (stereo not drawn)	-2	-1	-4	14	13	0	14	-1	1.4
COc1ccc2nc(NC3=NCCC3)sc2c1	7	1	18	9	18	-94	12	1	4.3

Reformatted: entries from further up.
Molecule | APJ agonist | XBP1 UPR activ | APJ antagonist | tim10-1 inh | TIM10 inh | Mdm2-MdmX inh | tim23-1 inh | CXCR6 block | UPR CHOP act
COc1ccc(NS(=O)(=O)c2cccc(NC(=O)CNC(C)=O)c2)cc1 | -3 | 2 | 9 | -2 | -6 | 10 | 8 | 1 | 2.1
O=C(N/N=C/c1ccc(O)cc1O)NC12CC3CC(CC(C3)C1)C2 | -1 | 6 | -10 | 2 | -8 | 32 | 1 | 5 | 3.9

Going on with the list.
SMILES	APJ agonist	XBP1 UPR activ	APJ antagonist	tim10-1 inh	TIM10 inh	Mdm2-MdmX inh	tim23-1 inh	CXCR6 block	UPR CHOP act
CN(C)NC(=S)Nc1cccc(Cl)c1	-1	2	11	15	-1	7	0	-8	1.0
O=C(O)CCC1(c2ccccc2)NC(=O)NC1=O (stereo not drawn)	-4	1	-2	8	6	-21	3	-8	0.7
COC(=O)c1ccc2[nH]c(C(C)(C)O)c(C)c2c1	3	2	-18	-11	-7	-15	-17	-19	4.0
COc1cc(C(=O)Oc2cccc(/C=N/NC(=O)c3cccnc3)c2)cc(OC)c1OC	-1	6	2	0	-9	19	0	-1	1.6
CCN(C(=O)COC(=O)c1ccccc1Cc1ccccc1)C1CCS(=O)(=O)C1 (stereo not drawn)	-7	-1	7	12	6	29	19	1	1.0
CC1(C)CC2CC(C)(CN2C(=O)c2ccc([N+](=O)[O-])cc2[N+](=O)[O-])C1 (stereo not drawn)	1	-1	-57	23	25	-2	35	-9	0.5
Cc1cc(C(=O)Nc2nnc(C(F)(F)F)s2)cs1	-4	3	-5	16	-14	-32	-1	2	3.8
O=C1c2ccccc2C(=O)N1CC(=O)N1c2ccccc2Sc2ccc(C(F)(F)F)cc21	-2	0	11	21	24	17	9	12	2.0
CCOC(=O)C1CCCN(C(=O)Cn2ncc3c([nH]c4ccccc43)c2=O)C1 (stereo not drawn)	-1	-4	5	-8	-1	35	1	13	2.0
O=C(CN(c1ccc2c(c1)OCCO2)S(=O)(=O)c1ccccc1)N1CCN(Cc2ccccc2)CC1	-2	-2	0	-6	-3	-20	6	-8	-0.4
Cc1sc2nc(CSCC(=O)NC3(C#N)CCCCC3)[nH]c(=O)c2c1C	-3	-1	26	-2	8	24	2	6	-1.6
Oc1c(Br)cc(Br)cc1C=Nc1cccc2ncccc12	7	1	-22	55*	-5	48	83*	5	-1.8
CC(C)CCNC(=S)Nc1ccccn1	0	0	3	-1	1	12	22	-5	1.9
COCCCn1c(=O)c2sccc2n2c(CCCC(=O)N3CCN(c4ccccn4)CC3)nnc12	-2	-4	15	7	1	8	-9	4	-1.0
COc1cc(C(=O)O)c([N+](=O)[O-])c(OC)c1OC	-1	1	9	4	10	18	3	-1	1.9
CC(=O)c1ccc(NC(=O)c2ccc([N+](=O)[O-])o2)cc1	12	-3	-47	57*	81*	12	-20	-43	28
CCOC(=O)c1nnn(CC(=O)NC(=O)Nc2ccc(F)cc2)c1C(=O)OCC	-2	-2	21	-6	1	13	-5	6	-1.3
O=C(CCl)NC(Cc1c[nH]c2ccc(OCc3ccccc3)cc12)C(=O)O (stereo not drawn)	0	-3	-5	7	-6	20	3	4	-0.1
CCc1noc(C)c1C(=O)OC(C)C(=O)Nc1ccc2c(c1)OCO2 (stereo not drawn)	-2	-1	1	0	5	17	-5	4	5.2
Cc1cccc(N(C(=O)CNC(=O)c2ccco2)C(C(=O)NCC2CCCO2)c2ccccc2)c1 (stereo not drawn)	-1	-3	3	11	5	-2	-12	0	-0.8
CCOC(=O)c1c(NC(=S)Nc2ccc(OCC)cc2)sc2c1CCN(C)C2	0	3	4	4	11	13	12	-15	0.3
CN(Cc1ccc2nsnc2c1)Cc1nc(Cc2cccc(F)c2)no1	-5	-3	-6	9	-8	17	12	6	-0.5
CC1=NN(c2ccccc2)C(=O)C1C(=O)C(=O)Nc1ccc(F)cc1 (stereo not drawn)	-3	0	28	5	2	-21	4	6	5.3
CC(C)Oc1ccccc1OCCCCn1cnc2ccccc2c1=O	-3	0	-5	-5	-26	-7	22	-4	-0.5
Cc1cccc(/C=C2/Sc3ccc(C(=O)NCCN4CCCC4)cc3NC2=O)c1	5	0	7	6	21	72*	11	-2	0.9
CC(C)(C)NC(=O)NC(=O)CN1CCN(S(=O)(=O)c2ccc3c(c2)CCCC3)CC1	0	-1	-5	28	15	25	17	0	-2.0
CCOC(=O)c1cc(NC(=O)OC)c(C)nc1C	-4	5	14	-5	5	-7	-8	-8	-1.5
Cc1ccc(S(=O)(=O)NCCc2nnc3ccc(SCC(=O)Nc4nc(C)cs4)nn23)cc1	-2	-2	-12	10	8	0	6	2	0.6
CC(=O)N/C(=C\c1ccccc1)C(=O)OCC(=O)N1CCCCCC1	-3	1	9	-7	-1	12	12	8	0.3
COc1ccc(S(=O)(=O)N2CCN(CCc3ccccc3)CC2)c(OC)c1	-1	-3	-12	5	5	21	12	-10	0.7
Brc1ccc(NC(c2ccccc2)c2ccncc2)cc1 (stereo not drawn)	-2	0	8	22	29	-22	20	-2	0.1
CC[C@]1(C(=O)OC)[C@H]2C(=O)N(C)C(=O)[C@H]2[C@H]2CN=C(SCC3CC3)N21	/	2	/	-7	-14	19	30	2	2.3
O=C(CN1CCOCC1)Nc1ccccc1Sc1ccccc1	1	3	8	-9	8	19	-4	-7	-2.0
Cc1ccc(NS(=O)(=O)c2ccc3c(c2)oc(=O)n3C)cc1C	-3	7	-19	27	4	23	11	-5	1.7
O=C(NC1CCCC1)C1CCCN1C(=O)Nc1ccccc1Cl (stereo not drawn)	-2	-2	0	16	-17	-11	3	2	-0.1
Cc1nn(CC(=O)N(C)C2CCS(=O)(=O)C2)c(C)c1S(=O)(=O)N(C)C (stereo not drawn)	0	-2	10	3	-3	-17	14	-9	2.1
Cc1onc(-c2ccccc2Cl)c1C(=O)OCC(=O)Nc1cccc(S(=O)(=O)N(C)C)c1	-8	-2	19	32	18	11	9	-2	-0.2

Laid out differently: results already given
Values in the order – APJ agonist	XBP1 UPR activ	APJ antagonist	tim10-1 inh	TIM10 inh	Mdm2-MdmX inh	tim23-1 inh	CXCR6 block	UPR CHOP act
> CN(Cc1ccc2nsnc2c1)Cc1nc(Cc2cccc(F)c2)no1
  -5	-3	-6	9	-8	17	12	6	-0.5
> CC1=NN(c2ccccc2)C(=O)C1C(=O)C(=O)Nc1ccc(F)cc1 (stereo not drawn)
  -3	0	28	5	2	-21	4	6	5.3
> CC(C)Oc1ccccc1OCCCCn1cnc2ccccc2c1=O
  -3	0	-5	-5	-26	-7	22	-4	-0.5
> Cc1cccc(/C=C2/Sc3ccc(C(=O)NCCN4CCCC4)cc3NC2=O)c1
  5	0	7	6	21	72*	11	-2	0.9
> CC(C)(C)NC(=O)NC(=O)CN1CCN(S(=O)(=O)c2ccc3c(c2)CCCC3)CC1
  0	-1	-5	28	15	25	17	0	-2.0
> CCOC(=O)c1cc(NC(=O)OC)c(C)nc1C
  -4	5	14	-5	5	-7	-8	-8	-1.5
> Cc1ccc(S(=O)(=O)NCCc2nnc3ccc(SCC(=O)Nc4nc(C)cs4)nn23)cc1
  -2	-2	-12	10	8	0	6	2	0.6
> CC(=O)N/C(=C\c1ccccc1)C(=O)OCC(=O)N1CCCCCC1
  -3	1	9	-7	-1	12	12	8	0.3
> COc1ccc(S(=O)(=O)N2CCN(CCc3ccccc3)CC2)c(OC)c1
  -1	-3	-12	5	5	21	12	-10	0.7
> Brc1ccc(NC(c2ccccc2)c2ccncc2)cc1 (stereo not drawn)
  -2	0	8	22	29	-22	20	-2	0.1
> CC[C@]1(C(=O)OC)[C@H]2C(=O)N(C)C(=O)[C@H]2[C@H]2CN=C(SCC3CC3)N21
  /	2	/	-7	-14	19	30	2	2.3
> O=C(CN1CCOCC1)Nc1ccccc1Sc1ccccc1
  1	3	8	-9	8	19	-4	-7	-2.0
> Cc1ccc(NS(=O)(=O)c2ccc3c(c2)oc(=O)n3C)cc1C
  -3	7	-19	27	4	23	11	-5	1.7

High-throughput results (PubChem)

Not all compounds are listed. The share of hits here may be higher or lower than overall.
